Bioassay records deposited in PubChem by several laboratories.
Pf gamet viab: late stage P. falciparum gametocyte viability inhibitors, primary screen, ATP luminescence, HTS; P. falciparum stage V gametocytes, 24 h; inhibition, % at 10.9 µM; actives 0.065% (n = 150,000); AID 743093, 2013;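 active means inhibition above the mean plus 3 SD of compounds within the control limits, set per campaign, cut at about 38% in these data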;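 further: 0% = DMSO wells and 100% = medium only without gametocytes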
Mcl1 Bid PPI: Mcl-1/Bid binding inhibitors, primary screen, biochemical, TR-FRET, 1536-well; TR-FRET Mcl-1/Bid-Dy647 peptide binding; AID 1021, 2008; Induced myeloid leukemia cell differentiation protein Mcl-1 (Homo sapiens), Q07820; actives 0.97% (n = 220,000); inhibition, % at 21.7 µM;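 active means compounds that cut the binding signal by more than half at the single screening dose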;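 further: His-tagged Mcl-1 with europium anti-His antibody binding Bid BH3 peptide; 0% = Mcl-1 plus peptide wells and 100% = peptide-only wells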
Target sequence (Q07820 whole entry, looked up): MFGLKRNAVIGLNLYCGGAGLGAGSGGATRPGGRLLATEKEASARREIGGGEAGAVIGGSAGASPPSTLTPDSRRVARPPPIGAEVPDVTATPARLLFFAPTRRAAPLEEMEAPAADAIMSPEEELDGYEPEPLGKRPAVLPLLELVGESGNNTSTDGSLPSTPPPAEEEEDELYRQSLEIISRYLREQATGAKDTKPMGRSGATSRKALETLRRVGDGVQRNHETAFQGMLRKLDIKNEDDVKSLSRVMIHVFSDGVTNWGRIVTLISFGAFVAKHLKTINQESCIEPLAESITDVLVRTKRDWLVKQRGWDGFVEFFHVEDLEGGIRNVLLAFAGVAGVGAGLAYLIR
Mcl1 Noxa PPI: Mcl-1/Noxa binding inhibitors, primary screen, biochemical, TR-FRET, 1536-well; Induced myeloid leukemia cell differentiation protein Mcl-1 (Homo sapiens), Q07820; TR-FRET Mcl-1/Noxa peptide binding, 2 h; inhibition, % at 21.7 µM; actives 1.5% (n = 220,000); AID 1022, 2008;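 active means compounds that cut the protein-peptide binding signal by more than 50% relative to plate controls in a single-dose test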;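 further: His-tagged Mcl-1 with rhodamine Noxa BH3 peptide and terbium anti-His antibody; 0% = Mcl-1 plus Noxa peptide wells and 100% = peptide-only wells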
Avidin bead fluor: green autofluorescence of compounds with avidin beads – biophysical, 488/530 nm, flow cytometry, artefact control, profiling panel | compound fluorescence 488/530 nm; active compounds read high | actives 0.38% (n = 220,000) | fluorescence (KMESF) at 10 µM; in the data active means fluorescence above about 47; further: inactives centre near 10
* marks the source's active call; other numbers are inactive results.

(1) C=CCn1c(O)c(C(C)=O)c(=O)[nH]c1=O (tested in a mixture with another compound)
(2) CCOP(=O)(OCC)c1cc(CC)ccc1O
(3) CC12CN3CCN(CC(C3)/C1=N/NC(N)=O)C2
(4) CC(=O)Cc1ccc(OC(C)C)cc1
(5) COc1ccc2c(c1)c(CCN)c(C)n2Cc1ccccc1
(6) C=CCn1c(O)c(C(CC)=NCCN2CCN(C(=S)NC)CC2)c(=O)[nH]c1=O
(7) COc1ccccc1N1CCN(Cc2cnc(-c3ccccc3)[nH]2)CC1

assay / entry | 1 | 2 | 3 | 4 | 5 | 6 | 7
Pf gamet viab | 27 | 5 | 3 | 17 | -10 | -13 | 0
Mcl1 Bid PPI | -30 | -3 | 19 | 30 | -135 | -103 | -20
Mcl1 Noxa PPI | 19 | 14 | 8 | 31 | 3 | 12 | 17
Avidin bead fluor | 5 | 6 | 4 | 8 | 5 | 5 | 6

An excerpt from further up, for reference:
(1) C=CCn1c(O)c(C(C)=O)c(=O)[nH]c1=O (tested in a mixture with another compound)
(2) CCOP(=O)(OCC)c1cc(CC)ccc1O

assay / entry | 1 | 2
Pf gamet viab | 27 | 5
Mcl1 Bid PPI | -30 | -3
Mcl1 Noxa PPI | 19 | 14
Avidin bead fluor | 5 | 6

In another format: entries from further up
no.	molecule	Pf gamet viab	Mcl1 Bid PPI	Mcl1 Noxa PPI	Avidin bead fluor
6	C=CCn1c(O)c(C(CC)=NCCN2CCN(C(=S)NC)CC2)c(=O)[nH]c1=O	-13	-103	12	5
3	CC12CN3CCN(CC(C3)/C1=N/NC(N)=O)C2	3	19	8	4
7	COc1ccccc1N1CCN(Cc2cnc(-c3ccccc3)[nH]2)CC1	0	-20	17	6

A portion of the library; rates above refer to the full screens.
